# SUMO1 PPI mod = alters human SUMO1 binding to SIM partners; AID 602429; P63165; inhibition, % at 20 µM; SUMO1 binding to a labelled peptide, TR-FRET, 1 h; actives 0.33% (n = 360,000); in the data active means inhibition above about 37%
# CSN deneddyl inh = inhibitors of human CSN-mediated cullin deneddylation; AID 651999; actives 0.38% (n = 360,000); inhibition, % at 12.5 µM; Purified CSN, SCF-Nedd8-OG deneddylation, fluorescence polarization;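 active means pattern-corrected inhibition above about 35%, with an unprinted fluorescence ratio check between 0.5 and 1.5, limit read from the data, passing the limit was not always enough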;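 further: 0% = enzyme with substrate and 100% = substrate without enzyme; some results filed as inactive read as strong as hits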
# Target sequence (Q92905 whole entry, looked up, one chain of several): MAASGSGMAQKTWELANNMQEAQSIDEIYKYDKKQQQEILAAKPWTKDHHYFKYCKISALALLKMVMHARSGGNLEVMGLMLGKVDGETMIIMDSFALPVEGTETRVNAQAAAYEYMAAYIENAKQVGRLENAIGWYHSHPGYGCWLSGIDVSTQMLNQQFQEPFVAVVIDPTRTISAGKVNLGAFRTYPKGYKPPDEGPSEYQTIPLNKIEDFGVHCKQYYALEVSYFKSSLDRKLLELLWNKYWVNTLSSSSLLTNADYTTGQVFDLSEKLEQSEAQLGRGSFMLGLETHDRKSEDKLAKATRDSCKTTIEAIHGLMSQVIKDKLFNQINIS
#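 Assay system: purified human Csn5 enzyme expressed in HEK293T cells; measure: % inhibition; also added: SCFSkp2-Nedd8OG substrate at 10 nM final; technique: fluorescence polarization; times: reaction 90 min, room temperature; medium: Tris buffer pH 7.5, NaCl, DTT, Tween-20, trehalose, ovalbumin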
# STEP inh = inhibitors of human striatal-enriched phosphatase STEP | P54829 | recombinant STEP, OMFP fluorogenic substrate, fluorescence | inhibition, % at 20 µM | actives 0.25% (n = 360,000) | AID 588621;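 active means inhibition at 20 µM, scaled per plate between control wells, above about 37%, limit read from the data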;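 further: 0% = DMSO with enzyme and substrate and 100% = substrate only without enzyme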
#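 System: isolated STEP enzyme; schedule: 20 min enzyme reaction at room temperature, protected from light; medium: Bis-Tris buffer pH 6.0, 2.5 mM DTT, 0.005% Tween 20; signal: fluorescence, 480/540 nm; dosing: single compound dose of 20 µM, 1% DMSO final; also added: OMFP substrate, 25 µM final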
# Scp1 inh = blocks human Scp-1 phosphatase activity | inhibition, % at 20 µM | Q9GZU7 | Recombinant Scp1, phosphopeptide, malachite green phosphate absorbance | AID 493091 | actives 0.88% (n = 340,000);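 active means inhibition above about 50% at 20 µM, limit read from the data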;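 further: plate controls were DMSO wells with enzyme for no effect and wells lacking enzyme for full effect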
# Target sequence (Q9GZU7 76-261 limits assumed): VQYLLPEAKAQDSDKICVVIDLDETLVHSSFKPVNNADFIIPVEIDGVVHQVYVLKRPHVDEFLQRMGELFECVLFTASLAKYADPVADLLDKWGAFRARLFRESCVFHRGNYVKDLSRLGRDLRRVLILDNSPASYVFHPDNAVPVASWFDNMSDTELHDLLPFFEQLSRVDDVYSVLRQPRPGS
#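 Times: enzyme reaction 45 min at room temperature, colour 5 min, stabilisation 30 min. Material: SCP-1 catalytic fragment, aa 76-261. Medium: Acidic Tris acetate buffer with magnesium and detergent. Signal: colorimetric free-phosphate detection, absorbance 630 nm. Read-out basis: % inhibition of SCP-1 phosphate liberation. Reagent: Phosphorylated 17-residue peptide substrate.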
# LMPTP block = LMPTP (human) inhibition. P24666. inhibition, % at 20 µM. actives 0.22% (n = 360,000). recombinant LMPTP-A, OMFP fluorogenic substrate, fluorescence intensity;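 active means compounds that cut the enzyme signal by at least half of the control window in the single-dose screen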;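 further: plate controls were DMSO wells with enzyme plus substrate for no effect and substrate without enzyme for full effect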
# Target sequence (P24666 whole entry, looked up): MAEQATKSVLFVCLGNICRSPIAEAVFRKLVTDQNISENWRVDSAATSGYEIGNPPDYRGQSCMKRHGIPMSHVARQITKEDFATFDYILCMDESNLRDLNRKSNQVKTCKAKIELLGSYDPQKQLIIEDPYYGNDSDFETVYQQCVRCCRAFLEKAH
#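 Assay system: LMPTP-A, protein tyrosine phosphatase of low molecular weight / Medium: pH 6.0 Bis-Tris buffer with DTT and Triton X-100 / Schedule: 50 min enzyme reaction at room temperature, protected from light / Measured by: endpoint fluorescence intensity from OMFP dephosphorylation / Read-out basis: % inhibition relative to no-enzyme and uninhibited control wells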
# TbMetRS inhib = Trypanosoma brucei MetRS inhibition | inhibition, % at 11.9 µM | AID 624268 | actives 0.4% (n = 360,000) | purified T. brucei MetRS, ATP depletion, Kinase-Glo luminescence;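 active means inhibition above a per-plate cutoff of the control wells' mean inhibition plus 3 SD, cut at about 5.5% in these data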;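 further: 0% = DMSO wells median and 100% = median of wells with control inhibitor compound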
#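 Dosing: 11.9 µM compound single dose, 0.9% DMSO; Assay system: purified T. brucei MetRS enzyme; Measured by: Kinase-Glo luciferase luminescence reporting remaining unconsumed ATP; Schedule: 15 min plus 2 h at 25 °C.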
# DNMT1 inh = DNMT1 (human) enzyme inhibition; P26358; DNMT1 molecular beacon, Hinp1I cleavage, fluorescence; inhibition (reported as % activation of signal), % at 10 µM; actives 0.83% (n = 360,000); AID 588458; in the data active means inhibition above about 50%
# Rpn11 inh = inhibitors of human proteasome Rpn11; O00487; human 26S proteasome, Ub4-pepOG fluorescence polarization; 20S core pre-blocked with epoxomicin; calls only at 20 µM; actives 0.59% (n = 360,000); AID 588493;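 active means inhibition at 20 µM, scaled to each plate's controls, above about 33%, limit read from the data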
# Target sequence (O00487 whole entry, looked up): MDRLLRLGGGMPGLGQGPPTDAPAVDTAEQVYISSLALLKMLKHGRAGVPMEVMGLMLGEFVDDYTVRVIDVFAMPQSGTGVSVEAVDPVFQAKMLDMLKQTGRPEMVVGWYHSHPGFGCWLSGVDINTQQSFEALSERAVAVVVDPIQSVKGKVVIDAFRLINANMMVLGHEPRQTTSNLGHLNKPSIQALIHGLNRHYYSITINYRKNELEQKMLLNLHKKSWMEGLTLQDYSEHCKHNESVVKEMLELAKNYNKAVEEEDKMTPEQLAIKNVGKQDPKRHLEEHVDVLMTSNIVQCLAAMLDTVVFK
# MsrA inhibitor = inhibits bovine methionine sulfoxide reductase A; AID 651718; inhibition, % at 15.5 µM; purified bovine MsrA, absorbance read-out; actives 0.75% (n = 360,000); in the data active means inhibition above about 4.5%;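 further: 0% = vehicle wells with enzyme and 100% = reference inhibitor wells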
# NadD block = blocks S. aureus nicotinate mononucleotide adenylyltransferase. inhibition, % at 20 µM. actives 0.78% (n = 360,000). AID 602399. purified NadD enzyme, colorimetric absorbance read-out; in the data active means inhibition above about 26%; further: some compounds past the cut are filed as inactive
# * hit, by the source's call; i = inactive; / = no result given; + = active, no number. Rows are unselected; 3.9% or so of the library scored in one or more.
SMILES,SUMO1 PPI mod,CSN deneddyl inh,STEP inh,Scp1 inh,LMPTP block,TbMetRS inhib,DNMT1 inh,Rpn11 inh,MsrA inhibitor,NadD block
CCN(C[C@H]1N[C@@](Cc2ccccc2)(C(=O)OC)[C@H]2C(=O)N(Cc3ccccc3)C(=O)[C@@H]12)C(=O)NC(C)C,2.8,-1.7,1.5,4.1,-1.3,-0.1,-0.4,i,-0.1,1.8
COc1ccccc1NC(=O)CN(Cc1ccco1)C(=O)c1ccc(=O)[nH]c1,-3.2,-0.5,-1.9,2.5,0.5,-0.1,20.6,i,-2.2,0.5
CCOc1ccc(C(=O)CN2CCN(S(=O)(=O)c3ccc(OC)cc3)CC2)cc1,-0.6,-6.6,2.5,-7.6,-3.0,-1.4,-1.6,i,1.7,0.8
NC(=O)NCc1cccs1,-0.6,-3.9,1.0,-6.0,-0.5,-0.1,-0.6,i,-1.9,5.8
Cc1ccc(-n2cc[nH]c2=S)c(C)c1,-0.3,-6.5,0.7,-8.4,-1.6,-1.1,0.4,i,2.0,-4.5
Cc1cc(=O)oc2cc(NC(=O)c3ccnn3C)ccc12,1.1,0.1,0.1,-8.3,1.8,-0.5,3.9,i,/,-4.6
O=S(=O)(NCC1CCCO1)c1ccc(Br)s1 (configuration not stated),3.3,8.2,5.3,-4.8,-0.4,-0.3,-1.6,i,0.3,7.7
OC(c1cccc(Cl)c1)c1ncc(-c2cccc(C(F)(F)F)c2)[nH]1 (configuration not stated),-2.7,-1.9,-0.4,/,1.7,1.4,6.7,i,-0.5,2.0
O=S(=O)(N1CCCCC1)N1CCN(CC(O)COc2ccc3cc(Br)ccc3c2)CC1 (configuration not stated),-43.1,-1.2,0.4,4.3,5.5,-0.2,-9.8,i,0.5,-4.3
Cc1ccc(C(=O)Oc2cc(N)n(S(=O)(=O)c3ccc(C)cc3)n2)cc1,3.2,0.0,0.2,-9.2,1.1,-0.2,9.7,i,-1.3,3.5
CCc1nc2sc3ccccc3c(=O)c2c(=O)n1Cc1ccco1,18.2,22.4,-5.0,46.9,58.0*,-0.9,87.8*,i,1.5,6.8
COc1ccc(-n2nc(C(=O)NCC(=O)NCc3ccco3)c3ccccc3c2=O)c(OC)c1,-1.1,-2.9,-17.5,1.4,-1.4,-0.7,0.4,i,0.2,-4.3
Cc1ccc2nc(-c3ccc(C#N)cc3)c(Cc3ccccc3C(F)(F)F)n2c1,9.8,6.5,0.4,/,8.8,0.2,-16.4,i,1.7,6.7
CCOc1ccc(NC(=O)/C=C/c2ccc(OC)cc2)c([N+](=O)[O-])c1,-8.1,15.5,1.0,-7.6,-0.2,-0.1,4.6,+,1.0,5.3
O=S(=O)(NCCC1=CCCCC1)c1ccc(OC(F)(F)F)cc1,6.8,0.6,-1.6,-2.3,3.0,-0.4,4.7,i,-0.3,-0.8
C=CCOc1c(CNc2cccc(C(=O)O)c2)cccc1OCC,0.7,-3.7,3.8,-7.8,-0.9,-0.3,1.1,i,-0.7,-3.0
Cn1c(=O)c(C(=O)N2CCc3ccccc32)cc2cccnc21,1.3,4.3,0.6,-4.0,0.9,-0.1,1.4,i,-0.5,1.0
CSc1nc2ccccc2cc1/C=C(\C#N)c1ccccc1,-4.3,7.5,4.7,-10.1,3.4,-0.5,2.6,i,-0.2,-4.7
COc1ccc(N2CCCn3c2nc2c3c(=O)n(CCN3CCOCC3)c(=O)n2C)cc1,3.1,-1.4,-3.4,6.4,-1.0,-0.3,0.7,i,0.2,-3.5
CCOC(=O)C1(C)CCN1C(=O)c1ccc(-c2ccccc2)cc1 (configuration not stated),6.3,-3.9,-3.7,/,-1.2,-0.3,-2.8,i,-0.1,0.9
O=C1CC(N2CCC(Cc3ccccc3)CC2)C(=O)N1CCc1ccccc1 (configuration not stated),0.5,4.6,-0.1,3.1,0.2,-0.8,-0.1,i,-1.7,5.9
CCC(=O)c1ccc(OCC(O)CNCCc2ccc(Cl)cc2)cc1 (configuration not stated),0.5,-10.1,-0.6,-11.0,-1.8,0.1,-2.9,i,-0.9,-10.9
CC(C)(C)OC(=O)C[C@@H]1C/C=C\C[C@H](CC(=O)N(CCO)Cc2ccccc2)C(=O)N2CCC[C@H]2COC1=O,1.2,-1.4,0.8,3.9,2.0,0.2,-3.1,i,1.3,-0.1
O=C(NCc1ccc(F)cc1)C1CCN(S(=O)(=O)c2cccc3nonc23)CC1,-10.3,-2.8,2.8,4.0,0.2,0.1,3.0,i,0.1,-1.2
O=CNc1cc(-c2ccccc2Oc2ccccc2)cn2c(-c3ccc(F)cc3)cnc12,0.9,7.5,0.5,/,3.5,-0.2,-11.9,i,2.2,14.9
CCOc1ccccc1N1CC(C(=O)N2CCOCC2)CC1=O (configuration not stated),1.9,3.3,5.4,-7.1,-0.5,-0.4,3.0,i,1.3,-1.3
COc1cccc(C(=O)Nc2ccc(C(F)(F)F)n(C)c2=O)c1,-16.6,5.3,-0.2,-4.0,0.0,-0.8,2.6,i,-0.1,1.2
O=C(COC(=O)CNC(=O)c1ccccc1F)Nc1cccc(S(=O)(=O)N2CCCCCC2)c1,1.0,-5.0,0.3,-7.0,0.2,-0.5,-1.6,i,0.4,-12.8
CC1=CSC2=NC(=O)/C(=C/c3cccc(OC(=O)c4ccco4)c3)C(=N)N12,-7.9,0.7,-0.9,-1.4,-0.2,-0.3,1.9,i,1.1,2.6
CC(C)(C)NC(=O)C(c1cccs1)N(Cc1cccs1)C(=O)c1ccc(CN2CCOCC2)o1 (configuration not stated),0.5,-2.1,-0.7,0.6,6.2,-1.7,1.3,i,2.3,-1.3

# Ordered by value in STEP inh (rising): some entries from above.
SMILES,SUMO1 PPI mod,CSN deneddyl inh,STEP inh,Scp1 inh,LMPTP block,TbMetRS inhib,DNMT1 inh,Rpn11 inh,MsrA inhibitor,NadD block
CC(C)(C)NC(=O)C(c1cccs1)N(Cc1cccs1)C(=O)c1ccc(CN2CCOCC2)o1 (configuration not stated),0.5,-2.1,-0.7,0.6,6.2,-1.7,1.3,i,2.3,-1.3
O=CNc1cc(-c2ccccc2Oc2ccccc2)cn2c(-c3ccc(F)cc3)cnc12,0.9,7.5,0.5,/,3.5,-0.2,-11.9,i,2.2,14.9
O=C(NCc1ccc(F)cc1)C1CCN(S(=O)(=O)c2cccc3nonc23)CC1,-10.3,-2.8,2.8,4.0,0.2,0.1,3.0,i,0.1,-1.2
C=CCOc1c(CNc2cccc(C(=O)O)c2)cccc1OCC,0.7,-3.7,3.8,-7.8,-0.9,-0.3,1.1,i,-0.7,-3.0
CSc1nc2ccccc2cc1/C=C(\C#N)c1ccccc1,-4.3,7.5,4.7,-10.1,3.4,-0.5,2.6,i,-0.2,-4.7

# The results go on.
SMILES,SUMO1 PPI mod,CSN deneddyl inh,STEP inh,Scp1 inh,LMPTP block,TbMetRS inhib,DNMT1 inh,Rpn11 inh,MsrA inhibitor,NadD block
O=C(NCCN1CCOCC1)c1ccccc1Oc1ccccc1,1.3,1.0,1.7,-6.2,-1.9,0.1,0.5,i,-0.6,-2.8
CN(C)S(=O)(=O)N1CCN(c2ccc([N+](=O)[O-])c(N3CCOCC3)c2)CC1,-23.4,-1.3,1.9,-5.5,1.2,0.6,-1.9,i,1.9,7.8
Cc1ccc(C(=O)OCC(=O)NCc2ccco2)cc1C,-5.1,-1.4,-4.1,-12.0,-2.0,-0.1,3.7,i,-0.3,-4.6
C/C(=N/NC(=O)C1CCN(S(=O)(=O)c2ccc(C)cc2)CC1)c1cccc([N+](=O)[O-])c1,-13.2,0.7,2.1,-5.2,0.8,-0.1,-3.1,i,-0.6,6.3
CCCCC(CC)CNC(=O)Cn1c(=O)[nH]c2ccsc2c1=O (configuration not stated),1.2,0.6,0.8,-5.6,-0.5,0.1,-2.8,i,1.7,-6.9
O=C(CNC(=O)c1cccc(Cl)c1)NCCCSc1ccccc1,1.6,-1.9,1.4,-8.6,0.1,-0.3,-1.9,i,0.3,-1.8
CCn1c(CCCNC(=O)c2ccc(F)cc2)nc2ccccc21,-1.0,-0.9,-3.0,-3.9,0.4,-0.2,0.8,i,-0.6,-0.8
CCCc1cc(C(=O)Nc2cnn(Cc3ccc(F)cc3)c2)no1,-4.8,-2.9,-3.3,-10.6,1.1,-0.5,-1.9,i,0.1,-9.9
CC(C)(C)n1ncc2c(=O)n(CC(=O)NCc3ccco3)cnc21,0.8,-9.9,4.0,2.0,-2.6,0.4,1.4,i,-0.2,6.5
O=C(NN=C1C2CC3CC(C2)CC1C3)c1cc(Cl)ccc1O,7.0,1.8,-3.1,1.1,-2.5,-1.3,4.2,i,1.7,1.7
Cc1ccc(NC(=O)c2cc3ccccc3o2)cc1,0.2,-3.0,-1.8,-7.5,0.3,-2.2,0.4,i,-0.1,-8.3
CSc1ccccc1NC(=O)COc1ccccc1Cl,-2.3,-1.1,-3.4,-6.4,0.1,-1.1,-2.2,i,1.2,-15.8
CCCn1c(=O)c2ccccc2n2c(SCC(=O)Nc3cc(C)on3)nnc12,4.1,0.9,2.6,-1.1,-0.9,0.2,0.4,i,0.6,4.0
Cc1cc(C)cc(NC(=O)CSc2nc(=O)n(CCCN3CCOCC3)c3c2CCCC3)c1,0.2,0.9,-2.5,-2.7,-1.6,0.1,1.5,i,0.3,0.9
COc1cc(NC(=S)N2CCc3ccccc3C2)cc(OC)c1,-0.3,0.1,-0.2,-10.4,-2.1,-0.8,-3.4,i,-1.4,-0.3
O=C1C(=O)N(Cc2cccnc2)C(c2ccc(Br)cc2)/C1=C(\O)c1ccc2c(c1)OCCO2 (configuration not stated),-12.8,-3.5,6.9,-3.1,6.9,0.2,0.0,i,2.1,13.5
O=C(Nc1ccc(Oc2ccc3ccccc3c2)cc1)c1ccco1,-2.4,-4.5,-3.5,-9.1,4.6,-0.3,-15.5,i,-0.6,-5.4

# Reprinted from above for reference:
SMILES,SUMO1 PPI mod,CSN deneddyl inh,STEP inh,Scp1 inh,LMPTP block,TbMetRS inhib,DNMT1 inh,Rpn11 inh,MsrA inhibitor,NadD block
Cc1cc(=O)oc2cc(NC(=O)c3ccnn3C)ccc12,1.1,0.1,0.1,-8.3,1.8,-0.5,3.9,i,/,-4.6
O=S(=O)(NCC1CCCO1)c1ccc(Br)s1 (configuration not stated),3.3,8.2,5.3,-4.8,-0.4,-0.3,-1.6,i,0.3,7.7
